Compound activity from PubChem BioAssay.
Nrf2 activator: activators of Nrf2 (ARE) signaling; Potency, µM (top dose mostly 46.1 µM), without a hit: top-dose activation, usual class: activators; 410,000 tested, 0.31% active; AREc32 ARE-luciferase reporter (MCF7-derived line), luminescence, 24 h; note: potency is the fitted concentration of half-maximal effect; % of control where 0% means no effect; nearly all actives have a fitted effect of over 65% in size
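Steps: seed AREc32_Fluc cells (1000/well, 5% FBS OPTI-MEM); incubate overnight at 37 deg C; add 23 nL compound; incubate 24 hr; add Steady-Glo; hold 30 min RT; read luminescence.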
ATXN2 expr inh: ATXN2 expression inhibition | 360,000 tested, 0.72% active | Potency, µM (titrated, usually from 57 µM), without a hit: top-dose activity change, negative = inhibition, usual class: inhibitors | HEK-293 ATXN2-luciferase reporter, luminescence, 24 h | AID 1745845; note: potency is the fitted concentration of half-maximal effect; % is set by controls: 0 for no effect and ±100 for the full control effect; nearly all actives have a fitted effect of over 55% in size
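qHTS (up to 57 uM final) was run with 24 h compound exposure of reporter cells at 37 °C. Each well was multiplexed: SteadyGlo luminescence measured ATXN2-luciferase expression after a fluorogenic Gly-Phe-AFC viability readout (25 uM final).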
Nrf2 inh: inhibitors of Nrf2 signaling. A549 ARE-Fluc reporter, luciferase luminescence, 18-24 h. Potency, µM (doses to about 46 µM), for the others: top-dose activity change, negative = inhibition, hits mostly inhibitors. 360,000 tested, 2.1% active; note: potency is the fitted concentration of half-maximal effect; % is set by controls: 0 for no effect and ±100 for the full control effect; nearly all actives have a fitted effect of over 60% in size
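In this cell-based qHTS, ARE-driven firefly luciferase in A549 cells reports Nrf2 activity; the luminescent signal after BugLite lysis is the measured value, with a prior CellTiter-Fluor read for cell health.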
TGFb inhibitor: blocks TGF-b signaling. HepG2 CAGA-GFP TGF-b/SMAD3 reporter, GFP fluorescence, 18 h; TGF-beta stimulated, 500 pg/mL final. Potency, µM (titrated, usually from 46.1 µM), inactives show top-dose activity, negative = inhibition, hits mostly inhibitors. 410,000 tested, 1.2% active; note: potency is the fitted concentration of half-maximal effect; % is set by controls: 0 for no effect and ±100 for the full control effect; nearly all actives have a fitted effect of over 65% in size
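First, reporter cells (HEPG2 CAGA-GFP) rested 2 h at 37 degrees C. Next, compounds were pinned in and TGF-beta added to 500 pg/mL final. After 18 h, GFP was imaged per cell and summed per well.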
A549 viability: kills or reduces viability of A549 cells in Nrf2 counter-screen; A549 ARE-Fluc cells, CellTiter-Fluor viability, 18-24 h; Potency, µM (highest dose often 46 µM), for the others: at the top dose activity change, negative = cytotoxicity, most hits filed as inhibitors; 390,000 tested, 0.16% active; AID 504648; note: potency is the fitted concentration of half-maximal effect; % is set by controls: 0 for no effect and ±100 for the full control effect
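Cytotoxicity counterscreen: CellTiter-Fluor fluorescence was measured in A549 ARE_Fluc cells after 18-24 h of compound exposure in a concentration series. The subsequent BugLite luminescent read reports ARE-luciferase activity.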
IL-2 act: IL-2 activation. IL-2 activation reporter assay, cell-based qHTS; stimulated with anti-CD3/CD4/CD28 beads; in transgenic mouse T cells. activation, % (series mostly up to about 46 µM). 360,000 tested, 0.065% active; in the data active = activation above about 50%; inconclusive = mostly about 30% to 49%; note: 0% is about no effect
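Readout is EGFP and DsRed signal by fluorescent plate cytometry after 18 h at 37 degrees C. Transgenic mouse T cells (750/well) received compound for 60 min before bead stimulation (anti-CD3, anti-CD4, anti-CD28); memory T cells served as non-tolerant control.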
EPAC2 ag: agonists of human EPAC2 (RAPGEF4); EPAC2 activation, biochemical qHTS; response scale: 100% = 6.5 mM cAMP response; Potency, µM (doses to about 154 µM), without a hit: at the top dose activation, usual class: activators; Q8WZA2; AID 720711; 360,000 tested, 0.079% active; note: potency is the fitted concentration of half-maximal effect; nearly all actives have a fitted effect of over 50% in size
Target sequence (Q8WZA2 whole entry, looked up): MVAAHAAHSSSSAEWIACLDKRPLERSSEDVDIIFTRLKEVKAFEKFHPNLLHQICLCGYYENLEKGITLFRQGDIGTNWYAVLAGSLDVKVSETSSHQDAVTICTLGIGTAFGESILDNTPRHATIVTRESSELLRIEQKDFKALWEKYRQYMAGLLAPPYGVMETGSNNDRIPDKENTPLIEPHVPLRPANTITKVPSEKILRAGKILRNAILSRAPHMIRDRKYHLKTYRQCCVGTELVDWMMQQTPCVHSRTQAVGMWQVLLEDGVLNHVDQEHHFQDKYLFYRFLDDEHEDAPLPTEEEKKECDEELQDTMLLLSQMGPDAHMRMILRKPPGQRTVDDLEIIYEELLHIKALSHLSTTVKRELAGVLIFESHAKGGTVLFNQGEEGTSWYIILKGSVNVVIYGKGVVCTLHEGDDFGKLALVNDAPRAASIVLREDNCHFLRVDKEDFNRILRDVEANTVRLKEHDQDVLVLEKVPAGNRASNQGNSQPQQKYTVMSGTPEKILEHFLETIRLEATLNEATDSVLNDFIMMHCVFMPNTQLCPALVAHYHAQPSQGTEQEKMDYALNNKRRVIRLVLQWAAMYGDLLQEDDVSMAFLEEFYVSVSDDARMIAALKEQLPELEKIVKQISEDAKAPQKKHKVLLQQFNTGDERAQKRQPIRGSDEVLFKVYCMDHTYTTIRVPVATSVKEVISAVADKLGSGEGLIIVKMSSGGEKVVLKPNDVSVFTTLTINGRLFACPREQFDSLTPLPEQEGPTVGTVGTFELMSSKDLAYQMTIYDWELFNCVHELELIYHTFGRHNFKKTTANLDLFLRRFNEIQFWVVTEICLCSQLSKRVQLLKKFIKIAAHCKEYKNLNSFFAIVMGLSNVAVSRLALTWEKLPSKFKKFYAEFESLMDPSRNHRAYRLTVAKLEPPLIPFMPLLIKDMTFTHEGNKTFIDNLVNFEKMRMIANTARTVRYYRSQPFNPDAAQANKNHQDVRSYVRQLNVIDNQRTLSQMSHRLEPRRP
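Compounds were added across a concentration range to EPAC2 (100 nM), RAP1B-BODIPY-GDP (250 nM) and GDP (50 uM). After 5 min at room temperature, fluorescence was recorded at 5-min intervals for 30 min.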
S2 tox: reduces viability in counter-screen for ATXN expression inhibitors | 400,000 tested, 0.49% active | S2 cells (HEK-293 line with an ATXN2-luciferase reporter) viability, CellTiter-Fluor protease fluorescence, 24 h | AID 651635 | Potency, µM (highest dose often 56.7 µM), usual class: cytotoxic; note: potency is the fitted concentration of half-maximal effect; nearly all actives have a fitted effect of over 40% in size
HepG2 viability: counter-screen for TGF-b inhibitors: cytotoxicity in HepG2 cells. 410,000 tested, 0.76% active. AID 588856. Potency, µM (doses to about 46.1 µM), inactives show at the top dose activity change, negative = cytotoxicity, actives largely listed as cytotoxic. HepG2 CAGA-GFP viability, ATP luminescence, 18 h; note: potency is the fitted concentration of half-maximal effect; some results filed as inactive show a strong effect at the top dose
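CellTiter-Glo luminescence gave cytotoxicity after 18 hours at 37 degrees C. The cells were HepG2 CAGA-GFP in 1% FBS DMEM, stimulated with 500 pg/mL TGF-beta after compound addition. %Activity was normalised to no-cell wells (complete cell-killing) and DMSO (no toxicity), and curves were fitted and classified.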
* marks the source's active call; other numbers are inactive results; i = inactive; ? = inconclusive; . = not tested or not shown; [ ] = another dose, or the depositor's remark. Unless noted, calls come from the whole dose curve; as a rule, active = well fitted curve in the direction sought with a large enough effect; inconclusive = small, poorly fitted or top-dose-only effect, or another doubt; inactive = no such curve, though single readings can be large; an effect the other way counts as inactive or inconclusive.

SMILES | Nrf2 activator | ATXN2 expr inh | Nrf2 inh | TGFb inhibitor | A549 viability | IL-2 act | EPAC2 ag | S2 tox | HepG2 viability
O=C(CN1CCOCC1)NCCNS(=O)(=O)c1ccccc1 | 0.0% | 0.8% | 3.8% | -12.3% | -7.8% | -1.5 | 7.9% | i | 9.3%
CCOc1cccc(OCCCCn2ccnc2)c1 | 0.6% | 3.1% | -15.0% | ? | -2.3% | 1.3 | -32.1%[inhibitor][15.6 µM] | i | -31.2%
C=C(C)COc1ccc(-c2ncncc2-c2ccc(OC)cc2)c(O)c1 | 4.0% | 13.0% | -31.3% | 0.0% | 13.6% | -1.2 | 17.5% | i | -14.7%
CCOC(=O)c1c(C)[nH]c(C(=O)OCC(=O)N(C)C2CCS(=O)(=O)C2)c1C (stereo not given) | -0.6% | -0.9% | 4.6% | -16.3% | -2.6% | -0.3 | 1.6% | i | -3.7%
CCOC(=O)N1CCN(C(=O)C2CCN(C(=O)c3ccc(C(C)(C)C)cc3)CC2)CC1 | -0.6% | 16.6% | -4.7% | 2.8% | 1.4% | 3.2 | 4.5% | i | 11.0%
CCCCN(CC)CCCNC(=O)c1c(C)oc2ncnc(N3CCOCC3)c12 | 0.5% | . | ? | -0.2% | 7.1% | . | . | . | -3.1%
CC(C)c1ccc(NC(=O)C2Cc3ccccc3N2C(=O)c2ccccc2)cc1 (stereo not given) | 7.2% | 1.4% | . | 1.4% | -14.1% | . | . | i | 0.4%
O=S(=O)(c1ccccc1)N1CCN=C1SCc1ccc(Cl)c(Cl)c1 | 0.7% | -25.1% | -17.5% | 0.0% | 17.0% | -2.0 | 15.6% | i | 26.6%
CCOC(=O)c1noc2ncn(CC(=O)Nc3ccc(OC)c(Cl)c3)c(=O)c12 | -0.1% | -2.1% | . | 0.2% | 5.3% | . | . | i | -6.7%
CCOC(=O)c1cc(OC(C)=O)c2ccc(OC)c(OC)c2c1 | 9.6% | . | . | 3.1% | . | -1.6 | 9.9% | i | 5.9%
COc1ccc(NC(=O)c2cc(F)c(F)cc2Cl)cc1Cl | 5.1% | 49.9%[activator] | ? | 10.7% | -1.1% | -2.0 | -2.4% | i | 4.7%
CCOc1cccc2sc(N(CCCN(C)C)C(=O)c3ccc(S(=O)(=O)N(C)CC4CCCO4)cc3)nc12 (stereo not given) | 4.0% | -3.3% | 1.3% | -24.4% | -15.3% | 1.9 | 9.2% | i | -9.9%
COc1ccccc1CNC(=O)C(NC(=O)Nc1ccccc1)C(C)C (stereo not given) | 0.0% | -5.0% | 0.6% | -0.4% | -3.3% | 2.0 | 6.4% | i | 6.6%
COc1ccc(C(=O)Nc2nc(OCC(F)(F)F)cnc2/C=C\c2ccccc2)c(OC)c1 | -0.3% | -9.2% | . | 22.1% | . | -0.5 | -5.8% | i | -14.7%
COc1ccc(N(C(=O)CNC(=O)c2cccs2)C(C(=O)NCC2CCCO2)c2ccc(OC)c(OC)c2)cc1 (stereo not given) | 0.3% | 8.4% | 6.2% | -8.2% | -0.6% | 1.5 | 7.3% | i | 0.2%
Cc1cc(/C=C2\C(=N)N3N=C(C(C)C)SC3=NC2=O)c(C)n1Cc1ccccc1 | 0.5% | 9.0% | -10.7% | 23.9% | -4.5% | -1.3 | 2.4% | i | 4.9%
NC(=S)N/N=C/c1ncc(C(F)(F)F)cc1Cl | 10.3% | 7.94µM* | 4.11µM* | 4.47µM* | ? | -5.6 | 17.3% | 14.1µM* | -53.0%
NS(=O)(=O)c1ccc(NC(=O)COC(=O)CCc2c[nH]c3ccccc23)cc1 | 2.2% | -11.9% | 14.0% | -25.6% | 0.4% | 0.0 | 8.6% | i | -12.3%
O=C(CC(c1cccs1)N1Cc2ccccc2C1=O)Nc1cccc(F)c1 (stereo not given) | 1.9% | -8.0% | 8.7% | -9.5% | -15.0% | . | . | i | -34.0%
O=C(NCCc1ccc(Cl)cc1)c1ccc(NC2=NC3CS(=O)(=O)CC3S2)cc1 (stereo not given) | 0.1% | -21.9% | 14.2% | 18.8% | 11.9% | -1.3 | 0.2% | i | -11.5%
CCOC(=O)C1(Cc2ccc(Cl)cc2)CCN(Cc2ccon2)CC1 | -1.0% | . | 5.9% | -16.8% | -3.1% | -2.1 | 1.7% | i | -5.9%
Cc1cc2cc(C)c(NCCNC(=O)c3cccs3)nc2cc1C | 5.0% | . | ? | -19.9% | 7.6% | -2.1 | -0.6% | i | -15.7%
O=C(CSc1nncs1)NC1CCCc2ccccc21 (stereo not given) | -0.1% | 7.1%[11.3 µM] | 5.0% | 9.6% | 4.2% | -1.6 | -3.7% | i | 2.2%
COc1ccc(-c2oc3ccc(N4CCOCC4)cc3c2/C=C/c2ccc(OC)c(OC)c2)cc1 | 14.6% | -1.2% | -2.8% | 0.9% | 7.8% | 0.2 | 4.6% | i | -4.7%

Looked up by structure from above (3):
SMILES | Nrf2 activator | ATXN2 expr inh | Nrf2 inh | TGFb inhibitor | A549 viability | IL-2 act | EPAC2 ag | S2 tox | HepG2 viability
O=C(CSc1nncs1)NC1CCCc2ccccc21 (stereo not given) | -0.1% | 7.1%[11.3 µM] | 5.0% | 9.6% | 4.2% | -1.6 | -3.7% | i | 2.2%
Cc1cc(/C=C2\C(=N)N3N=C(C(C)C)SC3=NC2=O)c(C)n1Cc1ccccc1 | 0.5% | 9.0% | -10.7% | 23.9% | -4.5% | -1.3 | 2.4% | i | 4.9%
O=C(CC(c1cccs1)N1Cc2ccccc2C1=O)Nc1cccc(F)c1 (stereo not given) | 1.9% | -8.0% | 8.7% | -9.5% | -15.0% | . | . | i | -34.0%

Remaining list, next part
SMILES | Nrf2 activator | ATXN2 expr inh | Nrf2 inh | TGFb inhibitor | A549 viability | IL-2 act | EPAC2 ag | S2 tox | HepG2 viability
O=C(CNC(=O)c1cccs1)OCc1c(F)cccc1Cl | 1.0% | 10.5% | 2.3% | -4.5% | -2.1% | -3.2 | 0.8% | i | -0.8%
COc1ccc(S(=O)(=O)N(C)CC(=O)Nc2cccc(C(C)=O)c2)cc1 | 2.5% | 1.6% | 8.5% | -21.0% | 7.0% | 2.6 | 8.3% | i | -9.6%
O=C(O)CCNS(=O)(=O)c1ccc2ccccc2c1 | 0.1% | 2.3% | -5.9% | 89.4%[activator] | 11.7% | 1.4 | 8.8% | i | 4.5%
OC(c1ccccc1)c1nc2ccccc2s1 (stereo not given) | 3.2% | 14.1% | ? | -1.8% | -0.2% | -0.2 | 5.8% | i | 11.1%
Cc1ccc(CNC(=O)c2cc(-c3ccc(C)cc3)nc3n[nH]c(-c4ccc(F)cc4)c23)cc1 | 0.2% | -4.0% | . | 6.4% | 2.8% | . | . | i | -56.4%
Cc1ccc(S(=O)(=O)N2CCCCC2)cc1 | -0.2% | 7.9% | -7.7% | -17.3% | 5.7% | -4.1 | 7.2% | i | -41.4%
COc1ccc(-n2ncc3c(=O)n(CC(=O)OCc4ccccc4)cnc32)cc1 | -0.8% | 7.6% | . | 17.9% | 1.7% | -1.0 | -1.5% | i | -11.7%
CCCCN=C1NN=C(c2ccc3c(c2)OCCO3)CS1 | -0.9% | -35.2% | ? | 5.7% | -3.4% | -0.6 | 2.7% | i | -24.2%
COc1ccc(CC(=O)Nc2nnc(SCc3ccccc3)s2)cc1S(=O)(=O)N1CCOCC1 | -0.2% | 17.6% | . | -3.9% | -14.1% | -0.5 | 2.8% | i | -2.3%
Cc1ccc(C(=O)Nc2nc(-c3ccc(F)cc3)cs2)o1 | 0.0% | 16.7% | -13.5% | 1.8% | 6.5% | 0.6 | 6.5% | i | -1.9%
COc1ccccc1-c1cnc(C(O)c2ccc(F)c(C)c2)[nH]1 (stereo not given) | 0.7% | 11.1% | . | 8.0% | . | -0.2 | 0.8% | i | 3.6%
Cc1cc(C)n2nc(SCC(=O)Nc3c(C)nn(-c4ccccc4)c3C)nc2n1 | -0.1% | -2.4% | -12.8% | -3.9% | 3.9% | -1.0 | 0.1% | i | -7.7%
COc1ccc(/C=N/NC(=O)c2cccc(Br)c2)cc1COc1ccccn1 | 5.5% | -3.7% | -3.9% | 22.6% | 13.3% | -0.6 | 12.1% | i | 24.6%
COc1ccc(-n2c(=S)[nH]c3cc(C(=O)Nc4cc(OC)c(OC)c(OC)c4)ccc3c2=O)c(OC)c1 | -0.1% | -10.8% | -10.7% | 18.8% | -0.2% | 1.1 | 0.8% | i | 7.6%
COc1ccc(NC(=O)C2CC(=O)N=C(N)S2)cc1 (stereo not given) | -0.3% | -21.7% | -0.1% | ? | -16.0% | -2.1 | -2.3% | i | -24.4%
Cc1cc(-c2c(C(=O)N3CCOCC3)c(C)nn2-c2cccc(C(F)(F)F)c2)no1 | 0.2% | 6.0% | -3.1% | -1.3% | -8.9% | -0.1 | 4.9% | i | 10.3%
COc1cc(NC(=O)CN2CCN(c3ccccc3)CC2)c(C)cc1[N+](=O)[O-] | -0.4% | 16.5% | 3.6% | -9.7% | 0.7% | -1.5 | 1.6% | ? | -13.8%
CCC1(C)CC(=O)N(c2ccc(C(=O)O)c(O)c2)C1=O (stereo not given) | -0.5% | -2.5% | . | 10.4% | 2.3% | -0.5 | 11.9% | i | -11.1%
CCc1ccc(OCC(=O)O/N=C(\N)c2ccncc2)cc1 | 0.0% | 23.7% | -7.3% | -15.1% | 2.1% | -2.8 | 5.6% | i | -5.1%
CCCn1c(SCC(=O)NC2CCCCC2)nnc1-c1ccncc1 | 0.4% | 5.1% | 7.0% | -6.3% | 10.9% | 0.2 | -2.4% | i | -18.9%
CC1(C)OC(C)(C)/C(=C/Nc2ccc(O)cc2)C1=O | 0.2% | -17.1% | -12.2% | 3.0% | -11.8% | -4.4 | 5.4% | ? | 5.0%
C/C(N)=C(/C#N)C(=O)COC(=O)CNS(=O)(=O)c1ccc(F)c(F)c1F | 2.9% | 2.3% | 3.2% | -4.9% | -0.2% | -0.6 | 3.5% | i | 2.7%
